# Compound activity (PubChem BioAssay)
# Tn7 DDE FP – inhibitors of Tn7 peptide binding to fibrin DD(E), primary screen, biochemical, fluorescence polarization, human fibrin, Tn7 probe; Fibrinogen beta chain (Homo sapiens), P02675; FP displacement of FITC-Tn7 peptide from fibrin DD(E); 0% = median of compound wells per plate; inhibition, % at 8.3 µM; hit rate 0.13% among 370,000;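 active = inhibition above the mean of compounds falling within the control limits plus 3 SD of them, cut at about 14% in these data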;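 note: 0% = plate median of compound wells and 100% = 10 µM Aha-Tn7 peptide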
# Target sequence (P02675 whole entry, looked up): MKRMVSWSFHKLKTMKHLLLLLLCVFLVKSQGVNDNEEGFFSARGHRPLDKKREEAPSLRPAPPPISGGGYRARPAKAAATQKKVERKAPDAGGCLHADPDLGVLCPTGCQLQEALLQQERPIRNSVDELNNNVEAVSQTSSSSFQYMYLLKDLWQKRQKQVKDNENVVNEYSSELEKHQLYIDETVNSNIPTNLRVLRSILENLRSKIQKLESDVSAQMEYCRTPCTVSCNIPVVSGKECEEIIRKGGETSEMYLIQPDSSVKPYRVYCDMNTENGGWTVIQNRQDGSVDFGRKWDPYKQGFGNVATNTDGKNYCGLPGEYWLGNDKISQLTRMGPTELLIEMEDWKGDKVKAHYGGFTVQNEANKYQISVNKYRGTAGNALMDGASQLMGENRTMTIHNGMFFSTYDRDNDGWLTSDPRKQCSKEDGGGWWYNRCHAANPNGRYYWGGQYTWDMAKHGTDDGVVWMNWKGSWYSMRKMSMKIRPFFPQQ
#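 assay system = human clot-derived fibrin DD(E) complex | quantity = Fibrin-DD(E) at 2 µM final | timing = 10 min preincubation, 3 h with tracer, room temperature | signal = fluorescence polarization | measure = percent inhibition | benchmarks = high control wells with 10 µM unlabelled Aha-Tn7 peptide (full inhibition) | replicates = singlicate testing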
# PLCb3 inh – human PLC-beta3 inhibitors, primary screen, biochemical, fluorescence. AID 720704, 2013. hit rate 0.18% among 370,000. inhibition, % at 12.2 µM. Purified PLC-beta3, fluorogenic substrate. 1-phosphatidylinositol 4,5-bisphosphate phosphodiesterase beta-3 (Homo sapiens), Q01970; in the data active = inhibition above about 11%;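 note: 0% = median of compound wells on plate and 100% = full blocker control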
# UHRF1 binding – UHRF1 methylated DNA binding inhibitors, primary screen, counter-screen for MBD2 inhibitor project, biochemical, TR-FRET, human UHRF1, single concentration | AID 687016, 2013 | UHRF1 binding to methylated oligo | hit rate 0.75% among 370,000 | E3 ubiquitin-protein ligase UHRF1 (Homo sapiens), Q96T88 | inhibition, % at 4.4 µM; in the data active = inhibition above about 21%;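 note: UHRF1 SRA domain binding a hemimethylated CpG hairpin DNA probe; 0% = median of test compound wells and 100% = reference inhibitor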
# proKLK7 act – proKLK7 zymogen activators, primary screen, biochemical, fluorescence intensity. hit rate 0.9% among 370,000. purified proKLK7, EDANS-DABCYL substrate fluorescence; 100% is mature enzyme control, 0% vehicle. Kallikrein-7 (Homo sapiens), P49862. activation, % at 7 µM;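 active = activation above the mean of all tested compounds plus 3 SD, computed per campaign excluding outliers beyond control limits, cut at about 13% in these data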
# Tn6 DDE FP – inhibitors of Tn6 peptide binding to fibrin DD(E), primary screen, biochemical, fluorescence polarization, human fibrin, Tn6 probe; inhibition, % at 8.3 µM; AID 720509, 2013; Fibrin DD(E) TRITC-Tn6 fluorescence polarization displacement; hit rate 0.21% among 370,000;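 active = inhibition above a per-campaign cutoff: mean of compounds within control limits plus 3 SD, cut at about 15% in these data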;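 note: 0% = median of all compound wells on the plate and 100% = blocking peptide control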
# ARFGAP1 inh – inhibitors of rat ARFGAP1 GAP activity, primary screen, biochemical, fluorescence polarization, GDP tracer; Arfgap1-stimulated ARF1 GTP hydrolysis, GDP FP detection; inhibition, % at 16.5 µM; hit rate 0.26% among 360,000;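 active = inhibition above a per-plate limit, mean inhibition of low control wells plus 3 SD, cut at about 25% in these data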;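 note: 0% = DMSO wells with enzyme and 100% = wells lacking Arfgap1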
# Target sequence (Q62848 1-136 limits assumed): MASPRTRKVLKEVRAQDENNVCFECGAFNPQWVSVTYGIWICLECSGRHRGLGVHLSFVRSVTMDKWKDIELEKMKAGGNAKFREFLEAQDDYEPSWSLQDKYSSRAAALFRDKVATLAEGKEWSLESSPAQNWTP
#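 Material – truncated rat Arfgap1 GAP domain · Buffer or medium – HEPES-based buffer, pH 7.5 · Reagent – human ARF1(Δ1-17)-GTP substrate · Dosing – 16.5 µM single point, 1.26% DMSO · Schedule – GTP hydrolysis reaction 2 h at 25 °C · Technique – GDP detection by fluorescence polarization · Benchmarks – No-Arfgap1 wells (100%) versus DMSO full-reaction wells (0%) · Repeats – single replicate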
# MBD2 DNA inh – inhibitors of MBD2 binding to methylated DNA, primary screen, biochemical, TR-FRET, DNA-binding domain, human; Methyl-CpG-binding domain protein 2 (Homo sapiens), Q9UBB5; MBD2 binding to methylated oligonucleotide; inhibition, % at 4.4 µM; hit rate 0.31% among 370,000; AID 686964, 2013; in the data active = inhibition above about 13%
# Target sequence (Q9UBB5 whole entry, looked up, the tested form may be a part): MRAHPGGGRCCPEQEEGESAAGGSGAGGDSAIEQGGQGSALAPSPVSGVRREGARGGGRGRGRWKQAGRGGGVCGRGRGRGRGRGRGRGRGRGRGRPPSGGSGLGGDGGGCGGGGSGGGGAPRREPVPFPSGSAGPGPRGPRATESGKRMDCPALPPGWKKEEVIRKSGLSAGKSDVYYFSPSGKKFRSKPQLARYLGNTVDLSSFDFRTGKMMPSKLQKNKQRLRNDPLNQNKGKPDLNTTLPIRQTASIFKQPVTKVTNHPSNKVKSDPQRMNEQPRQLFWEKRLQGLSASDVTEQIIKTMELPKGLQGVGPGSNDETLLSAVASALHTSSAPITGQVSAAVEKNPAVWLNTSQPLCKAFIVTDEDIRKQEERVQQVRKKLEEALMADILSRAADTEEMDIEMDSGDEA
# PLCg1 inh – PLC-gamma1 enzyme inhibitors, primary screen, biochemical, fluorescence, purified enzyme. 1-phosphatidylinositol 4,5-bisphosphate phosphodiesterase gamma-1 (Homo sapiens), P19174. fluorogenic substrate. inhibition, % at 12.2 µM. hit rate 0.84% among 370,000; in the data active = inhibition above about 9.5%
# ASAP1 inh – inhibitors of human ASAP1 ArfGAP activity, primary screen, biochemical, fluorescence polarization; hit rate 0.19% among 360,000; Arf-GAP with SH3 domain, ANK repeat and PH domain-containing protein 1 (Homo sapiens), …; inhibition, % at 16.5 µM; ASAP1-stimulated ARF1 GTP hydrolysis, GDP FP detection; in the data active = inhibition above about 25%;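 note: 0% = vehicle with enzyme and substrate and 100% = no enzyme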
# ADAM17 inh – ADAM17 inhibitors, primary screen, biochemical, QFRET. Disintegrin and metalloproteinase domain-containing protein 17 (Homo sapiens), P78536. recombinant ADAM17, EDANS/DABCYL FRET peptide cleavage. inhibition, % at 6.95 µM. hit rate 0.83% among 370,000. AID 720648, 2013;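 active = inhibition above the mean of compounds lying between control limits plus 3 SD, set per campaign, cut at about 8.5% in these data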;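 note: 0% = DMSO-only wells as the low control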
# The depositor's hits bear a star; i = inactive.
SMILES,Tn7 DDE FP,PLCb3 inh,UHRF1 binding,proKLK7 act,Tn6 DDE FP,ARFGAP1 inh,MBD2 DNA inh,PLCg1 inh,ASAP1 inh,ADAM17 inh
COc1ccc(/C=C/C(=O)Nc2ccccc2C(F)(F)F)cc1,3.1,0.9,-2.1,-0.6,-2.1,1.2,-2.6,-1.0,-4.9,6.2
CCC(C)NC(=O)C1CCN(C(=O)COc2ccc3c4c(c(=O)oc3c2C)CCCC4)CC1 (configuration not stated),-2.8,-7.5,-2.2,0.1,1.0,10.0,1.1,-0.7,-0.8,-9.6
CCc1nnc(NC(=O)CCC(=O)N2CCN(C3c4ccccc4-c4ccccc43)CC2)s1,-0.8,0.2,0.7,-0.6,3.4,2.0,-0.7,2.4,9.7,0.6
Cc1ccnc(NC(=O)c2sc3ccccc3c2Cl)c1,-9.6,8.7,-3.1,0.0,-11.1,-8.2,-4.7,3.0,-11.3,-0.1
CCOC(=O)c1nc(NCc2cccc(OC)c2)c2ccccc2n1,-4.9,2.7,-2.0,0.2,4.8,-7.2,1.3,1.3,1.8,0.1
CCC(=O)Nc1nc2ccc(S(C)(=O)=O)cc2s1,1.1,4.7,-2.1,0.3,-9.4,6.9,-2.0,4.3,2.8,0.2
COc1ccc([C@H]2CC(=O)C=C(c3ccccc3OC)C2)cc1OC,-4.7,-7.6,-2.1,-0.1,-1.1,-1.5,-7.5,-7.7,1.4,-0.6
CCOc1ccc(CN2CCN(Cc3cccc4nonc34)CC2CCO)cc1 (configuration not stated),9.6,2.1,-0.6,-0.4,3.3,1.9,-8.4,1.1,-9.3,-0.8
O=C(CCc1ccccc1)Nc1nncs1,-14.1,-40.1,-1.4,-0.5,3.1,3.4,-0.8,2.0,-6.0,0.7
COc1ccccc1NC(=S)N(Cc1ccco1)Cc1cc2ccc(C)c(C)c2[nH]c1=O,3.3,-19.1,-8.4,-0.2,-2.0,8.8,-2.2,-17.8,-0.1,-4.4
O=C(CN(C(=O)c1csnn1)c1ccccc1Cl)NCCc1ccccc1,-3.3,-2.7,-1.0,-0.2,2.4,-15.0,-0.3,-2.3,0.6,-0.7
CN1C2=NCCN2C(=O)c2ccccc21,-2.3,-9.1,-4.5,0.3,1.5,6.5,1.4,-7.8,5.3,-4.7
O=C(Cn1c(SCC(=O)N2CCc3ccccc3C2)nc2ccccc21)NC1CCCC1,1.9,-3.2,2.9,0.3,-1.4,7.7,6.8,0.0,-8.6,-3.6
COCCNC(=S)N(c1ccccc1)C(C)C,5.8,-8.1,-1.0,-0.2,-2.6,13.6,1.6,1.6,5.4,-3.0
CCCn1c(N)c(C(=O)CN(C)CC(=O)Nc2ccc(C)cc2)c(=O)[nH]c1=O,1.9,-1.4,1.8,0.2,0.8,10.6,-6.1,0.6,-6.2,-2.4
O=C(NCCCN1CCOCC1)c1cn(-c2ccccc2)nc1-c1cccs1,-1.9,-2.0,-4.2,0.1,7.3,-11.7,-5.7,0.6,-0.8,-1.9
O=[N+]([O-])c1ccc(S(=O)(=O)N2CCN(c3ccc(N4CCOCC4)nn3)CC2)cc1,-1.5,-4.4,1.0,0.2,-4.4,-4.2,-2.4,0.3,-5.3,-1.6
O=C(CCNS(=O)(=O)c1cccc2nonc12)NCCc1ccc(Cl)cc1,-2.4,-3.3,-0.6,0.1,5.3,-13.9,1.4,-1.4,19.1,-3.2
Cc1noc(NS(=O)(=O)c2ccc(NC(=O)CC(C)C)cc2)c1C,-2.5,-5.1,0.9,0.1,-7.4,3.1,8.8,-1.1,2.1,-2.5
CCOC(=O)c1ccc(CSc2nncn2N)o1,-6.0,0.6,0.0,-0.5,-2.8,0.2,3.8,2.3,10.1,-0.6

# Part of the list above in order of heavy-atom count, low to high.
SMILES,Tn7 DDE FP,PLCb3 inh,UHRF1 binding,proKLK7 act,Tn6 DDE FP,ARFGAP1 inh,MBD2 DNA inh,PLCg1 inh,ASAP1 inh,ADAM17 inh
CN1C2=NCCN2C(=O)c2ccccc21,-2.3,-9.1,-4.5,0.3,1.5,6.5,1.4,-7.8,5.3,-4.7
Cc1noc(NS(=O)(=O)c2ccc(NC(=O)CC(C)C)cc2)c1C,-2.5,-5.1,0.9,0.1,-7.4,3.1,8.8,-1.1,2.1,-2.5
CCOC(=O)c1nc(NCc2cccc(OC)c2)c2ccccc2n1,-4.9,2.7,-2.0,0.2,4.8,-7.2,1.3,1.3,1.8,0.1
CCc1nnc(NC(=O)CCC(=O)N2CCN(C3c4ccccc4-c4ccccc43)CC2)s1,-0.8,0.2,0.7,-0.6,3.4,2.0,-0.7,2.4,9.7,0.6

# Further entries:
SMILES,Tn7 DDE FP,PLCb3 inh,UHRF1 binding,proKLK7 act,Tn6 DDE FP,ARFGAP1 inh,MBD2 DNA inh,PLCg1 inh,ASAP1 inh,ADAM17 inh
CCSC(=Nc1ccccc1)C1=C(O)COC1=O,2.8,-4.5,-2.5,0.5,-4.2,9.6,1.9,-1.6,-9.8,-5.2
CCOc1cc(/C=N/NC(=O)CSc2cccc3cccnc23)ccc1O,-2.1,-13.1,-1.6,-1.5,1.4,7.0,-5.0,-13.8,3.5,-12.5
COc1ccccc1N1CCN(S(=O)(=O)CCNC(=O)c2ccc(Br)o2)CC1,3.8,2.4,-2.5,0.3,-13.6,-13.7,0.7,-1.1,-6.3,-4.3
Cc1cc(O)c(/C=N/Nc2cccc(Cl)c2)c(=O)o1,0.4,-19.8,-4.2,-0.3,-7.5,8.6,1.9,-5.5,9.7,-0.1
CC(C)(C)c1ccc(C(=O)NCCOc2ccccc2)cc1,1.2,-6.0,0.4,1.0,-8.2,8.0,0.6,3.3,4.6,1.2
COc1ccc(-c2oc3c(c2C#CC(C)(C)O)C(OCCO)CC3)cc1 (configuration not stated),-6.8,-19.5,-1.7,2.0,2.8,2.8,4.8,-14.3,-5.9,-24.9
COc1cc(OC)cc(C(=O)NNC(=O)Cc2ccc(OC)c(S(=O)(=O)N3CCOCC3)c2)c1,1.8,-6.7,1.9,-0.4,12.9,-0.5,2.2,-6.3,0.8,-0.8
O=C(CSc1nnc(NC(=O)c2ccco2)s1)Nc1ccc2c(c1)OCCO2,-5.1,-4.9,4.0,0.3,0.6,10.0,-2.3,2.1,-3.4,2.6
C=CCNC(=O)c1onc(CSc2cccc3ccccc23)c1C(=O)O,-4.6,1.2,-2.3,0.4,4.7,-2.0,-2.1,0.0,2.9,0.0
COc1ccc(OC)c(CCNC(=O)CS(=O)(=O)Cc2nc(-c3ccccc3C)oc2C)c1,-5.9,-2.8,-1.5,0.4,-0.7,17.5,0.5,-0.2,14.6,1.6
O=C(Nc1sc2c(c1C(=O)O)CCC2)C(=O)N1CCOCC1,-5.3,-11.3,14.5,0.2,0.1,-10.8,3.0,-6.2,6.3,1.8
O=C1Nc2ccc(S(=O)(=O)NCc3ccccn3)c3cccc1c23,4.4,i,1.3,15.8*,-5.2,7.7,-0.1,i,-7.1,i
C/C(=C1/SC(N2CC(C)OC(C)C2)=NC1=O)c1ccccc1 (configuration not stated),4.4,-5.3,5.2,0.2,-11.9,2.4,8.0,3.3,-0.8,-7.2
COc1ccc(NS(=O)(=O)c2cccc(C(=O)NCc3ccco3)c2)cc1,1.5,2.5,-1.3,0.0,-3.3,0.6,10.5,8.9,5.2,5.0
C=CCOc1c(Br)cc(/C=N/NC(N)=O)cc1OC,1.5,0.1,-3.7,-0.5,-6.7,-4.8,-1.1,-0.9,-0.8,-3.7
COc1ccc(NC(=O)CC2C(=O)NCCN2C(=O)Nc2ccc(C(F)(F)F)cc2)cc1 (configuration not stated),-2.7,-1.6,-4.3,-0.2,-6.3,4.6,3.7,3.6,18.2,3.5
CCCCCCCCCC(=O)N1CCN(c2cc3c(cc2F)c(=O)c(C(=O)O)cn3CC)CC1,-5.4,-5.2,-1.1,0.3,0.1,4.4,0.2,2.2,-4.7,-2.5
COc1cccc(CC(NC(C)=O)C(=O)NC2CCN(S(=O)(=O)c3ccc(C)cc3)CC2)c1OC (configuration not stated),5.5,-3.3,2.7,0.6,-0.1,9.9,7.2,-1.0,4.2,-6.5
COc1ccc(C2C(C(=O)Nc3ccccc3)=C(C)N=C3SCC(=O)N32)cc1 (configuration not stated),-5.8,3.1,-2.4,-0.3,5.5,-7.6,4.2,1.6,-6.6,2.4
O=C(N/N=C\c1cc2c(cc1Cl)OCO2)c1ccc(Br)s1,-1.5,-2.4,-0.3,0.0,-7.0,-6.6,5.7,3.2,-12.9,-6.1
NC(N)=N/N=C/c1ccc(OCc2ccccc2Cl)cc1,-5.2,2.3,-3.7,0.0,-8.5,0.3,-3.6,7.5,3.1,-0.6
NNC(=O)c1csc(COc2cc(Cl)cc(Cl)c2)n1,5.4,-8.9,-0.9,-0.3,10.7,-2.2,-4.6,-3.1,5.8,-0.2
CC(C)(C(=O)N[C@H](CO)c1ccccc1)C(=O)N[C@H](CO)c1ccccc1,11.0,-4.6,-1.0,0.0,10.7,2.5,0.7,-4.1,-0.5,-5.3
CCOC(CCNC(=O)c1cn(C)c(=O)c2c1c1ccccc1n2C)OCC,3.3,-80.4,-3.1,-3.5,2.9,5.2,1.4,-53.7,-10.7,-58.0
C/C(=N/Nc1ccc(C(=O)c2c(C)cc3ccccn23)cc1[N+](=O)[O-])c1ccc(O)cc1,8.2,2.4,1.0,-0.2,-3.4,7.0,7.3,6.7,-6.2,-4.0
Nc1nc2n(n1)C(c1cccs1)CC(c1ccccc1)N2 (configuration not stated),-6.6,-138.6,-3.3,6.5,1.1,2.7,0.2,-125.2,-0.5,-119.3
Oc1ccc(/C=C/c2ccnc3ccccc23)cc1,-7.3,i,-4.4,5.1,-4.6,-2.3,-4.4,i,6.6,-19.8
Cc1onc(-c2ccc(Cl)cc2Cl)c1-c1csc(COc2ccccc2)n1,0.0,-7.6,0.5,0.9,-9.6,2.1,-0.1,-3.2,-12.2,1.1
CCc1ccc(/C=C2\C(=N)N3N=C(CC(=O)N4CCCCC4)SC3=NC2=O)cc1,2.4,-10.7,3.9,-0.1,6.1,2.5,3.9,-10.2,7.8,-5.5
Cn1c(=O)n(CCCOc2ccc(Cl)cc2)c2ccccc21,-6.2,0.2,-1.2,0.2,0.8,1.2,-1.5,0.9,-0.2,1.6
